# PAFAH1B3 FP inh: inhibitors of human PAFAH1B3; recombinant PAFAH1B3, FP-rhodamine probe, fluorescence polarization; inhibition, % at 3.39 µM; 0.28% of 340,000 active;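 active = inhibition above the screen-wide average of all tested compounds plus 3 SD, cut at about 25% in these data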;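 note: 0% = enzyme with DMSO only and 100% = wells lacking PAFAH1B3 protein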
# LYPLA1 counter: LYPLA1 (human) inhibition in PME1 counter-screen; AID 2174; O75608; inhibition, % at 5.9 µM; 0.16% of 320,000 active; recombinant LYPLA1, FP-Rh probe fluorescence polarization;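 active = inhibition above the mean of all tested compounds plus 3 SD, set per campaign, cut at about 14% in these data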;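 note: inhibitors block serine hydrolase probe labeling of LYPLA1 so polarization falls; 0% = enzyme with DMSO and 100% = wells lacking LYPLA1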
# Fam108B counter: counter-screen for RBBP9 inhibitors: inhibitors of mouse Fam108B. 0.33% of 300,000 active. recombinant Fam108B, FP-Rh probe fluorescence polarization. AID 1947. inhibition, % at 9.51 µM;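 active = inhibition above the screen mean inhibition plus 3 SD, computed separately per campaign, cut at about 18% in these data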;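 note: inhibitors lower polarization as less probe binds the enzyme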
# pPAFAH inh: pPAFAH (human) enzyme inhibition; recombinant pPAFAH, FP-rhodamine probe fluorescence polarization; inhibition, % at 3.39 µM; 1.5% of 330,000 active;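 active = inhibition above the mean inhibition across the screen plus 3 SD, cut at about 25% in these data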;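 note: inhibitors block binding of the rhodamine activity-based probe so polarization drops; 0% = enzyme with DMSO and 100% = wells lacking pPAFAH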
# Target sequence (Q13093 whole entry, looked up): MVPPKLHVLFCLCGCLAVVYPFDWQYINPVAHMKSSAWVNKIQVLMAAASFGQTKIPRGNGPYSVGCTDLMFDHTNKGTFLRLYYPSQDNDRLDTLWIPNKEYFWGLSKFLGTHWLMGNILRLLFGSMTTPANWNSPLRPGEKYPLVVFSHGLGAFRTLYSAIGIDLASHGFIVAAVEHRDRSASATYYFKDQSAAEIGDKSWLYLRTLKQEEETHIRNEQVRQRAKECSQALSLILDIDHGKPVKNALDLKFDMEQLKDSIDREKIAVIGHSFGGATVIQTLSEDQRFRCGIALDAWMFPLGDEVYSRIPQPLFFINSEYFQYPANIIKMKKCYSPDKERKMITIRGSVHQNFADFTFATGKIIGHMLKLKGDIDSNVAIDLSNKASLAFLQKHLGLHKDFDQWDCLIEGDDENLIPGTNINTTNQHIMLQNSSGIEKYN
# PAD4 FP inh: blocks human protein arginine deiminase 4; inhibition, % at 6.36 µM; AID 485272; 0.41% of 330,000 active; Q9UM07; recombinant PAD4, RCA probe fluorescence polarization;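 active = percent inhibition above a cutoff equal to the mean of all tested compounds plus 3 SD, cut at about 15% in these data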;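 note: 0% = PAD4 with RCA probe and DMSO and 100% = probe without PAD4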
# PME-1 primary: PME-1 (human) inhibition | 0.53% of 320,000 active | recombinant PME-1, FP-Rh probe fluorescence polarization | inhibition, % at 5.9 µM | Q9Y570 | AID 2130;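 active = inhibition above the campaign mean of all compounds plus 3 SD, cut at about 26% in these data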;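 note: competitive labeling of PME-1 active site by serine hydrolase directed probe; 0% = PME-1 with DMSO and 100% = wells lacking PME-1 enzyme; inhibitors block probe labeling so polarization falls and inhibition rises; many of its hits are not listed in these tables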
# Target sequence (Q9Y570 whole entry, looked up): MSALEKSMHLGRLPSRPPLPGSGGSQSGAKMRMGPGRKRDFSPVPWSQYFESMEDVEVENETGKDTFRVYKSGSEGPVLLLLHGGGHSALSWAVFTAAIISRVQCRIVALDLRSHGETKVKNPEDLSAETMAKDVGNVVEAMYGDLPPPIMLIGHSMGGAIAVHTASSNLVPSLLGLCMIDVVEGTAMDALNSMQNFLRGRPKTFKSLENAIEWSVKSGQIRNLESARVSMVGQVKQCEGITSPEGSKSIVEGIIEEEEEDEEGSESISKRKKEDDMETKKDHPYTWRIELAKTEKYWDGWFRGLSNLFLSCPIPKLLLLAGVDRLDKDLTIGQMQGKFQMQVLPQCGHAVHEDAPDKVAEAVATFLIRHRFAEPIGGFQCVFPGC
# PAFAH1B2 inh: PAFAH1B2 (human) inhibition; 1.2% of 340,000 active; inhibition, % at 3.39 µM; recombinant PAFAH1B2, FP-rhodamine activity probe, fluorescence polarization; P68402;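 active = inhibition above the mean of all tested compounds plus 3 SD, cut at about 24% in these data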;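 note: 0% = enzyme with DMSO and 100% = wells lacking PAFAH1B2; many of its hits are not listed in these tables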
# GSTO1 counter: counter-screen for RBBP9 inhibitors: inhibitors of human GSTO1; recombinant GSTO1, activity-based probe fluorescence polarization; inhibition, % at 5.96 µM; 1.1% of 300,000 active;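 active = inhibition above the campaign mean inhibition plus 3 SD, cut at about 35% in these data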;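 note: 0% = GSTO1-1 with DMSO and 100% = wells lacking GSTO1-1 enzyme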
# PAFAH2 inh: inhibitors of human PAFAH2 | 0.99% of 340,000 active | inhibition, % at 3.39 µM | recombinant PAFAH2, FP-rhodamine activity probe, fluorescence polarization | Q99487 | AID 492956;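 active = inhibition above the mean over all tested compounds plus 3 SD, cut at about 30% in these data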;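 note: inhibitors block probe labeling of enzyme so polarization drops; 0% = enzyme with DMSO and 100% = wells lacking PAFAH2 protein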
# An asterisk follows results filed as active; x = not tested or not shown. These rows are one share of the data; rates above refer to the full screens.
SMILES,PAFAH1B3 FP inh,LYPLA1 counter,Fam108B counter,pPAFAH inh,PAD4 FP inh,PME-1 primary,PAFAH1B2 inh,GSTO1 counter,PAFAH2 inh
COc1ccc(-c2nn(-c3ccccc3)cc2/C=C(\C#N)S(=O)(=O)c2ccccc2)cc1OC,16,-1,0,6,9,-4,1,-1,2
Cc1cccc(NC(=O)C2CC(=O)N(c3ccc4c(c3)OCCO4)C2)n1 (centres undefined),13,-3,x,0,0,-9,1,x,5
Cc1cc(SC2CCOC2=O)nc2ccccc12 (centres undefined),7,-1,-6,2,-2,0,8,-5,7
Cc1cc(C)n(S(=O)(=O)c2cccc(Cl)c2Cl)n1,17,-3,0,-12,-6,2,8,6,6
Cn1cccc1Cc1nnc(SCC(=O)N2CCc3ccccc32)n1CCc1ccccc1,3,-4,-2,8,1,6,5,7,2
CCOc1cc(NC(=S)NCC2CCCO2)c(OCC)cc1NC(=O)c1ccccc1F (centres undefined),4,0,-4,8,0,16,-2,1,0
CC1CN(S(=O)(=O)c2cn(C)c(=O)n(C)c2=O)CC(C)O1 (centres undefined),10,0,1,-7,-5,-1,3,-8,4
CCCN(Cc1cc2cc(C)ccc2[nH]c1=O)C(=O)c1cccc(OC)c1,-6,0,5,3,0,3,0,2,-6
CCn1c(C)nc2cc(C(=O)NNS(=O)(=O)c3ccc(C)cc3C)ccc21,1,-3,-1,2,-6,-6,-1,-3,-8
N#Cc1c(N)n(-c2ccc(N)cc2)c2nc3ccccc3nc12,8,-1,0,2,-4,3,3,4,3

# Four entries from above, with bars between the fields.
canonical_smiles | PAFAH1B3 FP inh | LYPLA1 counter | Fam108B counter | pPAFAH inh | PAD4 FP inh | PME-1 primary | PAFAH1B2 inh | GSTO1 counter | PAFAH2 inh
CCOc1cc(NC(=S)NCC2CCCO2)c(OCC)cc1NC(=O)c1ccccc1F (centres undefined) | 4 | 0 | -4 | 8 | 0 | 16 | -2 | 1 | 0
CC1CN(S(=O)(=O)c2cn(C)c(=O)n(C)c2=O)CC(C)O1 (centres undefined) | 10 | 0 | 1 | -7 | -5 | -1 | 3 | -8 | 4
CCCN(Cc1cc2cc(C)ccc2[nH]c1=O)C(=O)c1cccc(OC)c1 | -6 | 0 | 5 | 3 | 0 | 3 | 0 | 2 | -6
CCn1c(C)nc2cc(C(=O)NNS(=O)(=O)c3ccc(C)cc3C)ccc21 | 1 | -3 | -1 | 2 | -6 | -6 | -1 | -3 | -8

# Next records follow.
SMILES,PAFAH1B3 FP inh,LYPLA1 counter,Fam108B counter,pPAFAH inh,PAD4 FP inh,PME-1 primary,PAFAH1B2 inh,GSTO1 counter,PAFAH2 inh
O=C(NCc1ccco1)c1ccc(COc2cc(Cl)ccc2Cl)cc1,5,-7,-8,-16,4,-14,2,0,0
O=C(COc1ccc(C(=O)NCC2CCCO2)cc1)Nc1cccc(C(F)(F)F)c1 (centres undefined),5,-8,-5,-1,2,-10,1,0,-6
CC1(C)O[C@@H]2[C@H](O1)[C@@H](COS(=O)(=O)O)O[C@H]2n1cnc2c(=O)[nH]cnc21,4,4,x,-2,-7,3,4,x,-2
Cc1nn(-c2ccccc2)c2nc(Cl)c(C(=O)O)cc12,6,1,9,-2,6,1,4,4,-4
O=C(COC(=O)COc1ccccc1)NC1CCS(=O)(=O)C1 (centres undefined),5,x,x,6,-2,x,6,x,0
COc1ccccc1N1CCN(C(=O)CCc2ccc(S(=O)(=O)NC(C)C)cc2)CC1,4,0,0,6,1,-4,-2,2,-7
CCCc1nn(C)c2c(=O)[nH]c(-c3ccccc3OCC)nc12,5,1,-2,1,5,3,3,-1,-2
CC(=O)c1cccc(NC(=O)NC(C)c2ccc3c(c2)OCO3)c1 (centres undefined),-2,3,1,0,4,3,9,6,-2
CC(C)Cn1c(N)c(C(=O)NCC2CCCO2)c2nc3ccccc3nc21 (centres undefined),32*,-2,-6,13,-11,22,8,29,12
COC(=O)C1SCCN1S(=O)(=O)c1ccc(Cl)cc1 (centres undefined),6,2,-2,-4,-7,2,10,2,4
C/C(=N\NC(=O)C1CC1)c1ccc(NC(=O)c2ccc(Br)o2)cc1,x,5,-1,7,-5,3,x,3,x
CNC(C)C#Cc1ccc2oc3cccc(OC)c3c(=O)c2c1 (centres undefined),0,-2,-2,1,-1,7,3,2,5
COc1ccccc1N(C)S(=O)(=O)c1ccc(C(=O)OCC(=O)N(C(C)C)C(C)C)cc1,6,2,5,2,4,-1,2,-4,0
CCOc1cc(CNc2ccc(CNc3ncn[nH]3)cc2)ccc1OCc1ccccc1,6,-1,6,9,4,2,7,1,5
O=C(CSc1nc(-c2ccccc2)cc(=O)[nH]1)Nc1ccc(F)c(F)c1,5,-4,-2,-2,3,1,5,-11,-4
[O-][n+]1onc2c3cc(-c4ccccc4)nnc3ccc21,-9,-1,1,0,-2,-5,6,22,3
COc1ccc(C(=O)NCC2OCCc3ccccc32)cc1 (centres undefined),5,-2,-1,-1,5,-5,-2,4,-1
COc1cccc(C(=O)Nc2c(F)c(F)c(F)c(F)c2F)c1,0,3,0,-4,6,5,4,-3,14
Cc1cc(C)n(CC(O)CN(c2cccc([N+](=O)[O-])c2)S(=O)(=O)c2ccccc2)n1 (centres undefined),8,0,1,9,-4,6,5,4,0
CCN1CCN(C(=O)/C=C/c2ccc(C(C)C)cc2)CC1,5,4,1,5,3,-4,-1,0,-1
CCCCn1c(N)c(N(CC(C)C)C(=O)CSCC(=O)Nc2ccc(OC)cc2)c(=O)[nH]c1=O,-1,0,-2,4,0,-5,1,-3,5
Cc1nc(N2CCN(C)CC2)c2cc(-c3ccccc3)sc2n1,5,1,0,7,-1,2,2,5,12
Cc1ccc(S(=O)(=O)CCC#N)cc1,1,6,4,-1,-6,1,4,2,2
CCn1c(CNC(=O)c2ccc(OC)cc2)nnc1SCC(=O)c1ccccc1,10,0,-3,1,-4,3,8,-5,8
CCc1ccc(NC(=O)CN2CCC(C(=O)c3ccc(OC)cc3)CC2)cc1,9,1,-1,-3,-1,-1,3,7,7
CCn1c(CSc2nccn2C)nc2cc(C(=O)O)ccc21,15,26*,20*,25,35*,25,30*,21,25
Cc1noc(C)c1NC(=O)Nc1ccc2c(c1)C(=O)N([C@@H](C)CO)C[C@@H](C)[C@@H](CN(C)Cc1ccc3c(c1)OCO3)O2,-1,x,x,-1,-1,x,9,x,-3
CC(C)(Oc1ccc(Cl)cc1)C(=O)NCC(c1ccco1)N1CCCCC1 (centres undefined),0,-1,0,3,3,7,5,3,-1
COC(=O)CN(c1ccc(C(C)C)cc1)S(=O)(=O)c1c(C)[nH]c(=O)[nH]c1=O,10,-1,-1,-8,3,-9,7,4,-3
CCOC(=O)Cc1csc(SC(C)C(=O)NC2CCCCC2C)n1 (centres undefined),4,0,0,4,-1,-5,-4,-5,4
Cc1cccc(NC(=O)CNC(=O)c2cn(Cc3ccccc3)nc2-c2cccnc2)c1C,1,0,x,0,-6,-11,-4,x,-6
COc1ccccc1NS(=O)(=O)c1cc(C(=O)NCCN2CCOCC2)ccc1Cl,9,2,1,0,4,-1,4,-3,5
CC(=O)NC12CC3CC(C1)CC(C(=O)N1CCN(S(=O)(=O)c4ccc(C(C)C)cc4)CC1)(C3)C2,8,2,2,4,-4,4,6,1,5
CC1(C)C(C=C(Cl)Cl)C1C(=O)N1CCN(c2ccccc2)CC1 (centres undefined),-7,-3,-3,1,-2,-1,4,-1,17
COc1ccc(Cc2nnc(SCC(=O)NC3CCCC3)o2)cc1,0,1,-3,-3,1,4,4,5,-5
Cc1ccc(S(=O)(=O)NNC(=O)c2cc(C)cs2)cc1,3,0,-3,5,4,-2,8,0,-7
CCOC(=O)C1(Cc2ccccc2)CCN(Cc2nccn2CC)CC1,8,-2,-2,-6,-8,1,1,-12,0
CC(C)Nc1ccc(C(CC(N)=O)NC(=O)Cc2cccc3ccccc23)cc1[N+](=O)[O-] (centres undefined),3,-2,-5,1,4,1,4,-1,-5
COc1ccc(C(C)=O)cc1CN1C(=O)NC2(CCCCC2)C1=O,0,-2,3,-4,-2,1,1,6,5
O=C(Nc1scc(-c2ccccc2)c1C(=O)O)c1ccc(F)cc1,6,1,1,7,-2,-6,4,-5,8

# Sorted by heavy-atom count (ascending): part of the list above
SMILES,PAFAH1B3 FP inh,LYPLA1 counter,Fam108B counter,pPAFAH inh,PAD4 FP inh,PME-1 primary,PAFAH1B2 inh,GSTO1 counter,PAFAH2 inh
Cc1ccc(S(=O)(=O)NNC(=O)c2cc(C)cs2)cc1,3,0,-3,5,4,-2,8,0,-7
O=C(Nc1scc(-c2ccccc2)c1C(=O)O)c1ccc(F)cc1,6,1,1,7,-2,-6,4,-5,8
CCOC(=O)C1(Cc2ccccc2)CCN(Cc2nccn2CC)CC1,8,-2,-2,-6,-8,1,1,-12,0
COc1ccccc1NS(=O)(=O)c1cc(C(=O)NCCN2CCOCC2)ccc1Cl,9,2,1,0,4,-1,4,-3,5
CC(C)Nc1ccc(C(CC(N)=O)NC(=O)Cc2cccc3ccccc23)cc1[N+](=O)[O-] (centres undefined),3,-2,-5,1,4,1,4,-1,-5
CC(=O)NC12CC3CC(C1)CC(C(=O)N1CCN(S(=O)(=O)c4ccc(C(C)C)cc4)CC1)(C3)C2,8,2,2,4,-4,4,6,1,5

# (further entries)
SMILES,PAFAH1B3 FP inh,LYPLA1 counter,Fam108B counter,pPAFAH inh,PAD4 FP inh,PME-1 primary,PAFAH1B2 inh,GSTO1 counter,PAFAH2 inh
COc1ccc(Br)cc1[C@H]1[C@@H]2C=CCC[C@@]2(C)C(=O)N1Cc1ccccc1,13,-4,-5,6,-4,7,10,-2,2
COc1cc(OC)cc(C(=O)N(CCCN2C(=O)c3cccc4cccc(c34)C2=O)c2cccc(OC)c2)c1,-5,-7,-11,-15,-9,-9,-6,-8,-12
Cc1ccc(N(C(=O)c2ccccc2Cl)C2=NC(C)CS2)c(C)c1 (centres undefined),4,-3,2,1,8,-3,6,-4,-3
COc1c(N)c2ccccc2[nH]c1=O,-2,-2,0,-2,2,-3,10,2,7
COc1cccc(C(=O)c2cc3cc(Cl)ccc3[nH]2)c1,0,-5,-8,9,2,0,2,-5,1
Cc1ccc(C)n1Cc1ccc(C(=O)O)cc1,4,-8,37*,47*,7,-18,8,59*,22
CC(c1ccco1)N(C(=O)c1ccc(S(=O)(=O)N2CCCCC2)cc1)c1ccccn1 (centres undefined),-6,5,-2,7,0,-1,6,4,2
O=C(CN1CCCCCC1)N/N=C/c1ccc(Cl)c(Cl)c1,7,1,2,3,-2,-3,1,1,3
CCOC(=O)C1=C(N)OC2=C(C(=O)CCC2)C1c1ccc(C)s1 (centres undefined),7,1,-3,0,-4,4,-6,6,-2
c1cc2c(cc1C1=Nn3c(nnc3C3CCCCC3)SC1)OCO2,3,2,3,2,-2,3,4,-9,-1
